# MLL CXXC-DNA inh – qHTS Fluorescence Polarization Assay for Inhibitors of MLL CXXC domain - DNA interaction. Histone-lysine N-methyltransferase 2A (Homo sapiens), Q03164. MLL-CXXC / FITC-HOXA9 DNA fluorescence polarization. Potency, µM (doses to about 115 µM), without a hit: at the highest dose activity change, negative = inhibition, actives largely listed as inhibitors. actives 0.037% (n = 290,000); active = well fitted inhibition curve with a large enough effect in the polarisation, with a control signal flat, not every such curve was filed as active; inconclusive = small, poorly fitted or top-dose-only effect, or effect the other way, or a change in a side signal; inactive = no such curve, though single readings can be large or run the other way; the % refers to the polarisation; note: potency is the fitted concentration of half-maximal effect
#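 Fluorescence polarization: 7 uM MLL-CXXC (stock) preincubated 5 min with compounds, then 50 nM fluorescein-HOX-A9 DNA (stock) added; 30 min ambient. Buffer 50 mM Tris-HCl pH 7.5, 50 mM NaCl, 1 mM DTT, 0.05% BSA.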
# A-T KAP1 phos – qHTS Assay for Identifying a Potential Treatment of Ataxia-Telangiectasia; […] A-T fibroblasts, KAP-1 phosphorylation AlphaLISA; neocarzinostatin DNA damage 30 min before lysis; actives 0.19% (n = 320,000); Potency, µM (titrated, usually from 57.5 µM), without a hit: top-dose activation, hits mostly activators; AID 485349, 2010; note: potency is the fitted concentration of half-maximal effect; % of control where 0% means no effect; nearly all actives have a fitted effect of over 45% in size
#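 ATM-like activity read as KAP-1 phosphorylation via AlphaLISA donor/acceptor antibody pairs after lysis and 6 hr at 25C. Cells were ATM-null patient fibroblasts ([…], hTERT), dosed 60 min, then exposed to the DSB inducer NCS for 30 min.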
# MBNL1-CUG inh – qHTS Assay for Inhibitors of MBNL1-poly(CUG) RNA binding | Potency, µM (highest dose often 57.5 µM), for the others: at the highest dose activity change, negative = inhibition, most hits filed as inhibitors | actives 0.036% (n = 280,000) | TR-FRET MBNL1-His/biotin-(CUG)12 binding, 665/545 ratio | Muscleblind-like protein 1 (Homo sapiens), Q9NR56 | AID 2675, 2010; active = well fitted inhibition curve with a large enough effect in the signal ratio, with a control signal flat, not every such curve was filed as active; inconclusive = small, poorly fitted or top-dose-only effect, or effect the other way, or a change in a side signal; inactive = no such curve, though single readings can be large or run the other way; the % refers to the signal ratio; note: potency is the fitted concentration of half-maximal effect; % is set by controls: 0 for no effect and ±100 for the full control effect
# Target sequence (Q9NR56 whole entry, looked up): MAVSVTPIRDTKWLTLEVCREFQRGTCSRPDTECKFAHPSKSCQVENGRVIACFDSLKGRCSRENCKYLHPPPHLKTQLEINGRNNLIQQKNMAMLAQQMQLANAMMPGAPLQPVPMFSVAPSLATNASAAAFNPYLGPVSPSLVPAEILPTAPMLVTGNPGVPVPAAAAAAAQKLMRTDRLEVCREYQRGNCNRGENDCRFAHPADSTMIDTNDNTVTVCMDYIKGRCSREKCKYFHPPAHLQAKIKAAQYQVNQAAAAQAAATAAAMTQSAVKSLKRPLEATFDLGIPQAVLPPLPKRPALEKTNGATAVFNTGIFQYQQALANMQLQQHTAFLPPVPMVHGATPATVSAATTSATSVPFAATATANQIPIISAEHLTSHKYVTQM
#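 Inhibition of protein-RNA binding appears as loss of TR-FRET between terbium anti-His antibody on MBNL1-His and streptavidin-XL665 on biotin-(CUG)12. Activity is normalized to buffer-only and uninhibited-complex controls.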
# TSG101-PTAP inh – qHTS Assay for Iinhibitors of HIV-1 Budding by Blocking the Interaction of PTAP/TSG101 | Fluorescence polarization, FITC-PTAP peptide / Tsg101 binding | Potency, µM (top dose mostly 115 µM), for the others: at the top dose activity change, negative = inhibition, usual class: inhibitors | Tumor susceptibility gene 101 protein (Homo sapiens), Q99816 | 340,000 tested, under 10 active; active = well fitted inhibition curve with a large enough effect in the main read-out, with a control signal flat, not every such curve was filed as active; inconclusive = small, poorly fitted or top-dose-only effect, or effect the other way, or a change in a side signal; inactive = no such curve, though single readings can be large or run the other way; note: potency is the fitted concentration of half-maximal effect; % of control where 0% means no effect
#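 Steps: Tsg101 binding domain dispensed (10 uM final), compounds pinned in DMSO, FITC-labeled PTAP-motif peptide added (50 nM final); after 20 min binding at room temperature, polarization measured.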
# S-ASM inh – Inhibitors of Secretory Acid Sphingomyelinase (S-ASM): qHTS; placental ASM, HMU-PC fluorogenic substrate, 60 min; Potency, µM (doses to about 57.5 µM), for the others: at the top dose activity change, negative = inhibition, hits mostly inhibitors; actives 0.006% (n = 340,000); AID 504937, 2011; note: potency is the fitted concentration of half-maximal effect
#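 qHTS format. ASM enzyme prepared from human placenta hydrolyses the fluorogenic substrate HMU-PC0 (9 uM final) over 60 min at 37 °C after a 10 min compound preincubation.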
# Mito fusion act – qHTS Assay for Small Molecule Inhibitors of Mitochondrial Division or Activators of Mitochondrial Fusion. actives 0.23% (n = 320,000). AID 485298, 2010. Potency, µM (titrated, usually from 46.1 µM), for the others: at the top dose growth rescue (activation), hits mostly activators. S. cerevisiae fusion-defective mutant growth rescue, CellTiterGlo 48 h;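 note: potency is the fitted concentration of half-maximal effect; % of control where 0% means no effect; nearly all actives have a fitted effect of over 45% in size; temperature-sensitive fusion mutants such as fzo1-1 at 37 °C on non-fermentable ethanol glycerol medium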
#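 Yeast fusion mutant, YPEG (non-fermentable carbon), compound, 48 h at 37C non-permissive; CellTiterGlo added, 10 min RT, luminescence read. Rescued growth = division inhibition.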
# TCR activator – Activators of T cell receptors: qHTS campaign. primary human leukocytes, anti-CD3, IL-2 HTRF, 48 h. Potency, µM (titrated, usually from 9.22 µM), for the others: at the highest dose activation of IL-2 secretion, usual class: activators. AID 504894, 2011. 330,000 tested, under 10 active; note: % of control where 0% means no effect
#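 TCR engagement came from a-CD3 beads alone, with compounds added to primary human leukocytes for 48 hr. Secreted IL-2 bridged europium cryptate- and d2-labelled anti-IL-2 antibodies, giving FRET emission at 665nm after 320nm excitation.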
# TSHR antagonist – Antagonists of the Thyroid Stimulating Hormone Receptor: HTS campaign. Thyrotropin receptor (Homo sapiens), P16473. TSHR-expressing cells, TSH-stimulated cAMP HTRF, 2 h; hits give low values. activity change, negative = inhibition, % at 11.5 µM. actives 0.2% (n = 330,000). AID 504810, 2011;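 active = activity change below a set negative limit, meaning inhibition stronger than a set level, cut at about -70% in these data; inconclusive = activity change between two set negative limits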; note: % is set by controls: 0 for no effect and ±100 for the full control effect
#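 Cell-based HTRF cAMP assay; TSHR cells + compound, TSH EC80 (4nM final), 2 h, 37 deg C. Lysis with anti-cAMP cryptate and cAMP-d2, 30 min RT, read 665/620 nm.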
# Menin MLL FP TR – qHTS Assay for Inhibitors Targeting the Menin-MLL Interaction in MLL Related Leukemias: Competition With Texas Red Labeled MLL-derived Mutant Peptide. O00255. Potency, µM (doses to about 61.6 µM), for the others: at the top dose FP activity change, negative = inhibition, hits mostly inhibitors. Menin + Texas Red MLL mutant peptide, fluorescence polarization. actives 0.23% (n = 270,000); active = well fitted inhibition curve with a large enough effect in the polarisation, with a control signal flat, not every such curve was filed as active; inconclusive = small, poorly fitted or top-dose-only effect, or effect the other way, or a change in a side signal; inactive = no such curve, though single readings can be large or run the other way; the % refers to the polarisation; note: potency is the fitted concentration of half-maximal effect; % of control where 0% means no effect; many of its hits are not listed in these tables
# Target sequence (O00255 whole entry, looked up): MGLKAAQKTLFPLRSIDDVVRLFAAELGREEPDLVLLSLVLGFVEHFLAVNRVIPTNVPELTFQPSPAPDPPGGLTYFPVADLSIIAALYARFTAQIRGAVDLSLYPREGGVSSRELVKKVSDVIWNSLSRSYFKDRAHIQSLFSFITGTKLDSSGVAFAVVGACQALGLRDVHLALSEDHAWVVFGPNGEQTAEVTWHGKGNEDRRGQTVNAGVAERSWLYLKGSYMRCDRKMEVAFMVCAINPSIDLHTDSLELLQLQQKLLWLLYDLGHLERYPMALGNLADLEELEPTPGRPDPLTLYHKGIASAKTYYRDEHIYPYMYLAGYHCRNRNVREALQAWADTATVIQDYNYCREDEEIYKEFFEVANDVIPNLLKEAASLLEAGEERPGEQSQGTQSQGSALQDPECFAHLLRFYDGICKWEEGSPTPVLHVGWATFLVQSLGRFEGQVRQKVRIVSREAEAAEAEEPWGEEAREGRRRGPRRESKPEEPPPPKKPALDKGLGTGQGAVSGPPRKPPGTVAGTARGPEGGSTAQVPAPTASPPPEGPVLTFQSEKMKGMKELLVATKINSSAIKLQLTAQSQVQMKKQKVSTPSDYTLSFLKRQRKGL
# a7 integrin act – qHTS for Activators of Integrin-Mediated Alleviation for Muscular Dystrophy. actives 0.064% (n = 350,000). AID 624291, 2012. Potency, µM (doses to about 38.3 µM), for inactives: at the highest dose activation, actives largely listed as activators. alpha7betagal myoblasts, beta-gal FDG fluorescence, 48 h;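 note: potency is the fitted concentration of half-maximal effect; 100% = response of the positive control SU9516; nearly all actives have a fitted effect of over 60% in size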
#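 alpha7betagal+/- myoblasts (passage 13, 250/well) treated 48 h at 37C with compounds at 1:260 dilution of DMSO stock. Lysed, then beta-galactosidase activity read as FDG fluorescence (ex 480/em 540) after 30 min, with pre-read for autofluorescence.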
# The depositor's hits bear a star; i = inactive; ? = inconclusive; . = not tested or not shown; [ ] = remark or other dose. Unless noted, calls come from the whole dose curve; as a rule, active = well fitted curve in the direction sought with a large enough effect; inconclusive = small, poorly fitted or top-dose-only effect, or another doubt; inactive = no such curve, though single readings can be large; an effect the other way counts as inactive or inconclusive. The list is partial. The share of hits here may be higher or lower than overall.
SMILES,MLL CXXC-DNA inh,A-T KAP1 phos,MBNL1-CUG inh,TSG101-PTAP inh,S-ASM inh,Mito fusion act,TCR activator,TSHR antagonist,Menin MLL FP TR,a7 integrin act
CCSc1nc(-c2ccccc2)nc(C(Cl)Cl)n1,-4.0%,?,14.5%,1.0%,-10.1%,-0.6%,4.0%,-3.4,-3.1%,-51.7%[inhibitor]
COc1cc2c(cc1OC)C1OC(c3ccsc3)(C2)Oc2cc(C)oc(=O)c21 (stereo not drawn),-2.4%[23 µM],-6.8%[11.5 µM],2.8%[11.5 µM],.,.,3.4%[9.22 µM],.,.,12.1%[11.7 µM],.
CC(C)c1ccc(C(=O)N2CCN(c3cnn(C)c(=O)c3Cl)CC2)cc1,3.3%,0.2%,20.7%,-3.0%,-0.9%,-1.9%,.,-0.1,-19.9%,5.6%
O=C(CSc1ncn[nH]1)N1c2ccccc2Sc2ccccc21,?,1.1%,-11.8%,-3.8%,2.5%,2.1%,-4.3%,-24.8,.,-29.3%
CC(C)(C)c1ccc(-c2nc3[nH]c(=O)cc(NC(=O)c4ccco4)n3n2)cc1,2.7%,-16.8%,-3.2%,-7.1%,3.6%,-2.8%,5.8%,-21.1,.,8.8%
COCCN(C(=O)c1cc(OC)c(OC)c(OC)c1)c1c(N)n(Cc2ccccc2)c(=O)[nH]c1=O,-0.6%,-0.4%,0.3%,-15.5%,3.3%,0.6%,3.0%,11.7,-11.5%,7.5%
Cc1cc(C)n2nc(CNS(=O)(=O)c3ccc(F)cc3)nc2n1,.,-11.6%,-6.5%,0.2%,2.2%,0.6%,4.9%,7.3,1.0%,14.6%
CCn1c(CCCOc2ccc(Cl)cc2Cl)nnc1SCC(=O)Nc1cc(F)ccc1C,-2.8%,-4.8%,?,-3.6%,-14.4%,3.9%,8.0%[46.1 µM],-4.5,11.4%,-36.6%
Cc1cc(C)c(NC(=O)c2ccc[n+](Cc3ccc([N+](=O)[O-])cc3)c2)c(C)c1,-0.5%,-4.2%,.,-0.4%,-0.3%,-8.4%,0.7%[46.1 µM],-1.7,-6.8%,-0.5%
O=C(O)c1sc2cc(C(F)(F)F)cnc2c1-c1cccs1,-1.4%,-3.5%,30.9%[activator],-6.7%,54.8%,-2.1%,7.3%,-2.5,4.7%,20.1%
Cc1ccc2nc3c(cc2c1)c(NC(=O)c1ccccn1)nn3CC(C)C,-4.1%,-1.9%,8.0%,-5.1%,2.6%,2.9%,-0.2%,1.5,6.4%,0.1%
NS(=O)(=O)c1ccc(NC(=O)COC(=O)CCc2ccc(S(=O)(=O)N3CCOCC3)cc2)cc1,-3.2%,-0.1%,-18.9%,-5.7%,0.4%,-0.9%,-3.6%,-1.9,.,0.9%
O=C(Cn1cnc2cc([N+](=O)[O-])ccc2c1=O)Nc1cccc(S(=O)(=O)N2CCOCC2)c1,4.1%,11.7%,?,0.9%,9.1%,-4.4%,-2.5%,14.4,13.4%,-7.8%
COc1cccc(-c2cc(C(F)(F)F)c(C#N)c(=O)[nH]2)c1,-3.1%,-2.2%,2.8%,-2.9%,i,-5.9%,3.0%,-2.6,7.4%,-17.9%
COc1cc2c(cc1OC)CN(C(=O)CCC(=O)c1ccc(F)cc1)CC2,.,-9.9%,.,-1.9%,1.0%,.,.,.,.,-36.7%
O=C(N/N=C/c1cccc(Oc2ccccc2)c1)c1ccccc1F,-2.7%,-4.8%,?,.,.,-7.1%,.,-8.5,-4.2%,.
O=C(CSc1nc2ccccc2c(=O)n1-c1ccccc1)c1c[nH]c2ccccc12,7.8%,7.3%,.,-0.6%,6.9%,-8.5%,9.6%[46.1 µM],12.0,?,-1.2%
CC1CCc2c(sc3nc(CSc4nnnn4C)[nH]c(=O)c23)C1 (stereo not drawn),0.1%,3.0%,10.1%,-5.8%,-2.8%,5.2%,7.2%,1.4,.,-9.1%
COc1ccc(-c2coc3cc(OC(C)=O)c(OC)cc3c2=O)cc1,.,3.5%,.,-1.3%,167.8%[activator],.,-4.4%,-8.0,.,12.7%
COc1ccc(CNC(=O)c2ccc(N(C)S(=O)(=O)c3ccc(C)cc3)cc2)cc1,-11.0%,11.7%,-1.8%,-2.6%,-0.8%,0.4%,-17.5%,9.6,.,-7.6%
COc1ccc(C(=O)N/C(=C\c2cn(S(=O)(=O)N(C)C)c3ccccc23)C(=O)NCCN2CCOCC2)cc1OC,12.8%,7.8%,25.1%,-7.5%,1.1%,-4.0%,5.7%,10.0,6.0%,3.4%
Cc1ccccc1N1CCN(c2ncnc3scc(-c4cccs4)c23)CC1,22.5%,-6.7%,3.2%,0.4%,-8.9%,-1.8%,-0.4%,-20.4,48.1%[activator],-18.5%[7.66 µM]
CCCOC(=O)C1=C(C)NC2=C(C(=O)CCC2)C1c1ccc(N(C)C)cc1 (stereo not drawn),6.1%,-4.7%,16.8%,-2.4%,6.7%,0.6%,-2.4%,5.6,3.4%,20.4%
Cc1ccc(S(=O)(=O)Nc2ccccc2-c2nc3ccccc3[nH]c2=O)cc1,.,-2.6%,.,-6.5%,461.2%[activator],-0.3%,5.1%,6.4,.,-9.6%
CCCCN(C(=O)CCCc1nc2ccccc2c(=O)[nH]1)c1c(N)n(CCCC)c(=O)[nH]c1=O,-1.3%,4.3%,-1.3%,-2.7%,-0.6%,-1.6%,-1.3%,-4.2,.,-17.4%
CC1CC(=O)C2=C(C1)OC(N)=C(C#N)C2c1coc2ccccc2c1=O (stereo not drawn),5.7%,-3.3%,14.6%,-1.2%,7.4%,-1.1%,0.2%,7.4,26.9%,-19.5%
CC(=O)c1ccc(N2CCN(C(=O)/C=C/c3ccc(S(=O)(=O)N4CCOCC4)cc3)CC2)cc1,0.2%,-1.5%,4.7%,-3.8%,-4.6%,-1.4%,-6.8%,-5.6,1.1%,14.6%
CC1CCc2c(nc3ncnn3c2NCCN(C)C)C1 (stereo not drawn),2.3%,3.4%,2.0%,-2.1%,1.4%,-20.7%,9.5%,8.1,-1.3%,-17.6%
CN(C(=O)COC(=O)c1cc[n+]([O-])cc1)c1ccccc1,-0.6%,4.0%,?,1.9%,3.4%,3.4%,-5.3%,7.0,.,-17.7%
CC(C)C(=O)Nc1cccc(NC(=O)c2ccc([N+](=O)[O-])cc2Cl)c1,-9.2%,8.0%,?,-7.9%,1.9%,5.5%,7.2%[46.1 µM],13.6,-2.8%,21.9%
Cc1cc(F)ccc1S(=O)(=O)N1CCCOC1CNC(=O)C(=O)NC1CCCCC1 (stereo not drawn),13.4%,-0.7%,20.5%,-3.4%,0.1%,0.9%,-15.7%,15.4,.,37.0%
O=C1C2C3C=CC(CO)(O3)C2C(=O)N1c1ccc(-c2ccccc2)cc1 (stereo not drawn),-4.4%,3.4%,-16.3%,.,.,-7.4%,.,-17.6,?,.
COc1cccc(/C=N/N2CCN(C3c4ccccc4-c4ccccc43)CC2)c1O,14.1%,1.3%,-8.4%,-9.0%,-1.7%,15.2%,-0.4%,-7.9,.,7.8%
Cc1ccccc1-c1nnc(CN2CCN(C(=O)c3ccco3)CC2)o1,-0.5%,-2.6%,-7.0%,-0.1%,-0.6%,27.5%,9.0%,4.8,-27.8%,17.5%
CC(OC(=O)Cc1coc2cc3c(cc12)CCC3)C(=O)NCc1ccc2c(c1)OCO2 (stereo not drawn),6.4%,2.4%,-0.1%,-0.3%,-11.9%,1.0%,-7.8%,7.1,-5.7%,-18.1%
CC(C)=CC(=O)OCC(=O)Nc1ccc(Cl)cc1,-4.0%,4.1%,-12.9%,-1.2%,6.5%,-4.3%,-10.9%,15.6,19.7%,0.0%
O=C(Nc1ccc2oc(-c3cccnc3)nc2c1)c1cc2ccccc2o1,-5.7%,17.1%,32.5%[activator],0.5%,-0.5%,1.0%,0.9%,.,10.8%,2.3%
